Bioassay records from PubChem.
PolyA inh: yeast polyadenylation inhibition; S. cerevisiae SKY197-pL101 polyadenylation reporter, beta-gal luminescence; efflux-impaired pdr1/pdr3 knockout yeast; score 100 = 6 SD above DMSO; calls only at 12 µM; hit rate 0.02% among 300,000;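 active = lowest replicate activity score at least 50, where 100 means six control SD above control mean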;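 note: yeast exposed to compound for 9 h at 30 °C; higher score means more reporter readthrough which indicates perturbed polyadenylation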
aSyn 5UTR inh: 5' untranslated region of α-synuclein, MLPCN primary screen | hit rate 0.82% among 300,000 | inhibition, % (tested at 7.5 µM) | alpha-synuclein 5'UTR reporter, inhibitor activity; in the data active = inhibition above about 60%;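 note: H4 neuroglioblastoma cells stably carrying SNCA 5'UTR luciferase fusion; 0% = DMSO wells and 100% = positive control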
KLF5 inhibitor: inhibitors of KLF5 expression. DLD-1 KLF5 promoter-luciferase reporter, luminescence. inhibition, % at 5 µM. hit rate 0.23% among 290,000. AID 1700;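 active = inhibition above a per-plate limit of that plate's mean compound inhibition plus 3 SD, cut at about 60% in these data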;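 note: 0% = DMSO wells and 100% = LY294002 at 200 µM; higher means less KLF5 promoter-driven luciferase light; inactives centre near -14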
HSP90 inh: inhibitors of HSP90 luciferase refolding in rabbit reticulocyte lysate; luciferase refolding luminescence, 3 h; hit rate 0.91% among 290,000; inhibition, % at 5.6 µM; AID 1789;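 active = inhibition above the screen-wide mean plus 3 SD, computed separately per campaign, cut at about 16% in these data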;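 note: 0% = DMSO wells and 100% = 60 µM geldanamycin wells; inhibitors lower the luminescence because luciferase stays unfolded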
GSK3B inh: blocks human GSK3beta kinase activity. activity score (negative = inhibition), % at 10 µM. P49841. hit rate 0.038% among 300,000. GST-GSK3beta kinase, ADP-Glo luminescence, 60 min; hits give low values;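 active = more than half of replicate wells score below -50%, meaning over 50% inhibition versus plate controls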;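 note: 0% = median DMSO wells and -100% = median GW8510 positive control wells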
Target sequence (P49841 whole entry, looked up): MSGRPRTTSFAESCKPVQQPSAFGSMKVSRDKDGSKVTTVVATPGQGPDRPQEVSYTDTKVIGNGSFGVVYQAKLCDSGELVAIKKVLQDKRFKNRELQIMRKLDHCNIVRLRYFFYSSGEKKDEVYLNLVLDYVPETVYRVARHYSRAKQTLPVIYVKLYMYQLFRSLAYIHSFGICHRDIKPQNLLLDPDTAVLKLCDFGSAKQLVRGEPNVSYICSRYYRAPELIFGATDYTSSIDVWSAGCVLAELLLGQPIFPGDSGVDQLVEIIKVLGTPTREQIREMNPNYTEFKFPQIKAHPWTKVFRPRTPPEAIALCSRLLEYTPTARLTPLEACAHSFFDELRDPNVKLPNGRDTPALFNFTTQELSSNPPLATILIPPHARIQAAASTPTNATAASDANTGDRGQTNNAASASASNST
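Test system: GST-fused GSK3beta enzyme, cell-free | Quantity: 1.6 ng GST-GSK3beta enzyme per well | Reagent: 25 µM ATP with peptide substrate | Schedule: 60 min enzyme reaction, room temperature | Signal: Luminescent ADP-Glo measurement of ADP formed | Read-out basis: Score relative to plate controls | Control set: DMSO and 20 µM GW8510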
HSF1 activator: increases HSF-1 driven luciferase reporter signal. NIH3T3-HGL HSF-1 luciferase reporter, MG132, 8 h; 100% = twice DMSO control signal. activation, % at 9 µM. hit rate 1.7% among 300,000;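 active = mean replicate activation of at least 50% with a set share of replicates each reaching 50%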;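 note: 0% = median of the neutral control wells and 100% = twice that signal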
IEC-6 tox: counter-screen for KLF5 inhibitors: cytotoxicity in IEC-6 cells | IEC-6 cytotoxicity, luminescence viability | inhibition, % at 5 µM | hit rate 0.78% among 290,000 | AID 1825; in the data active = inhibition above about 22%;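 note: 0% = plate median of test compound wells and 100% = cytotoxic reference compound wells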
GSK3 alpha inh: inhibitors of human GSK-3 alpha kinase; P49840; hit rate 0.1% among 320,000; inhibition, % at 10 µM; AID 2650; ADP-Glo luminescence, 60 min;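 in the data active = inhibition above about 50%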;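 note: GST-tagged GSK-3 alpha with peptide substrate and 25 µM ATP; 0% = DMSO neutral wells and 100% = GW8510 positive control wells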
Target sequence (P49840 whole entry, looked up): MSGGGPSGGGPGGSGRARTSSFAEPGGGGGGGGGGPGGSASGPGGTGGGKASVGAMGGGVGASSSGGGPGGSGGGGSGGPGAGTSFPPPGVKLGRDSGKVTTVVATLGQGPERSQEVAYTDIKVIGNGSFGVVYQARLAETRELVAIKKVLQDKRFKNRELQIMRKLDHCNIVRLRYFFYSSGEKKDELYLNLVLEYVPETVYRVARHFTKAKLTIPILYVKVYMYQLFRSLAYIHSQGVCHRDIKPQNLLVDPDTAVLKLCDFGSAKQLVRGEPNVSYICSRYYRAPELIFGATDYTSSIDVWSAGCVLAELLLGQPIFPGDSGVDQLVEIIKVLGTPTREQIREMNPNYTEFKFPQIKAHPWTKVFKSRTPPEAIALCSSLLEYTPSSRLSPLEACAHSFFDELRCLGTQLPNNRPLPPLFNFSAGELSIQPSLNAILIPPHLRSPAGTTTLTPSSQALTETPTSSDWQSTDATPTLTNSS
HSF1 inh: HSF1 inhibition; NIH3T3-HGL HSE-luciferase, MG132-induced, luminescence 8 h; hits give low values; activity change, negative = inhibition, % at 7.5 µM (by protocol); hit rate 0.77% among 300,000;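 active = more than half of replicate wells show activity change below -50%, luminescence cut by over half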;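 note: luciferase reports HSF-1 transcriptional activity via heat shock element; 0% = median of DMSO wells and -100% = zero luminescence signal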
AI-2 QS mod: modulates the Vibrio harveyi AI-2 quorum sensing system | Vibrio harveyi JMH597 AI-2 luminescence/OD600 ratio, 9 h; hits give low values; strain lacks LuxN and CqsS sensors; 0 = neutral-control median | activity change, % at 7.5 µM | hit rate 0.4% among 300,000; in the data active = activity change below about -75%, passing the limit was not always enough;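 note: luminescence divided by OD600 gain over 9 h not by final OD600 alone; inactives centre near 13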
Numbers without * were called inactive; i = inactive; nt = no result given. These rows are one share of the data (hit frequency here may not be typical).

compound	PolyA inh	aSyn 5UTR inh	KLF5 inhibitor	HSP90 inh	GSK3B inh	HSF1 activator	IEC-6 tox	GSK3 alpha inh	HSF1 inh	AI-2 QS mod
CC(C)(C)NC(=O)C(OC(=O)c1ccco1)c1ccccc1F (stereo unspecified)	i	-4	-19	-7	3	-5	0	-2	-3	9
O=C(C1CCCN(Cc2ccc(Cl)cc2)C1)N1CCCCC1 (stereo unspecified)	i	13	-9	0	-1	8	2	-4	2	7
Cc1cccc(Cn2c(N3CCc4ccccc4C3)nc3c2c(=O)[nH]c(=O)n3C)c1	i	4	-8	0	-2	16	-2	nt	7	8
O=C(Cn1cc(S(=O)(=O)Cc2ccccc2)c2ccccc21)N1CCOCC1	i	-8	-24	2	3	-7	0	7	-2	11
COc1cn(-c2ccccc2)nc1C(=O)Nc1ccccc1	i	-66	-80	-1	2	15	7	1	12	7
COCCCNc1nc2ccccc2nc1NS(=O)(=O)c1cccc(Cl)c1	i	10	-6	-2	2	9	3	-3	-2	18
CC(C)(CN1CCCC1)NS(=O)(=O)c1ccc(Cl)cc1	i	10	11	6	-2	-11	3	-2	-13	0
N#CC(c1ccccc1)c1ccc(C(=O)c2ccc(F)cc2)cc1 (stereo unspecified)	i	-5	-14	0	2	14	-2	-2	1	14
O=C(OCC1OC(n2ccc(=O)[nH]c2=O)C(Cl)C1O)c1ccccc1 (stereo unspecified)	i	20	-19	-2	-4	-2	-4	6	-6	5
S=c1[nH]c2ccccc2n1CCOc1ccccc1	i	-29	-42	-1	-1	21	3	4	-1	30
O=C(CSc1nc2ncc(Br)cc2[nH]1)Nc1ccc2c(c1)OCO2	i	nt	-8	-1	2	nt	3	1	nt	12
CCSc1nc2c(cnn2-c2ccc(C)cc2)c(=O)[nH]1	i	-14	-1	-6	-1	21	4	-2	2	27

compound	PolyA inh	aSyn 5UTR inh	KLF5 inhibitor	HSP90 inh	GSK3B inh	HSF1 activator	IEC-6 tox	GSK3 alpha inh	HSF1 inh	AI-2 QS mod
CC1(C)Cc2c(sc(/N=C/N3CCOCC3)c2C#N)C(C)(C)N1	i	4	-35	-1	2	4	-4	-2	3	6
CCSC1=C(C#N)C2(CCCCC2)C(C#N)=C(N)N1	i	-45	-34	0	-1	-13	-2	-1	8	2
Cc1cc(C(=O)CSc2nnc(-c3ccccc3)n2-c2ccccc2)c(C)n1-c1ncn[nH]1	i	1	-40	-1	6	-9	-6	-2	0	10
O=C1c2ccccc2C(=O)N1CCc1nn[nH]n1	i	-3	-8	-1	2	4	-1	8	-7	27
Cc1nn(-c2ccccc2)nc1C(N)=O	i	12	-18	3	4	-9	-2	0	-4	8
Nc1[nH]c(=S)[nH]c(=O)c1-c1ccccc1	nt	nt	-13	-2	nt	nt	-1	1	nt	nt
Cc1ccc(/C=C2\SC(=S)N(CCCC(=O)Nc3ccc(O)cc3)C2=O)cc1	i	104*	61	10	0	-52	0	-1	-40	26
CCSc1nc2c(c(=O)n(C)c(=O)n2C)n1Cc1ccc(Cl)cc1	i	33	-4	1	2	18	-7	-2	5	1
Cc1noc(C)c1CSCC(=O)OCC(=O)NC1CCCCC1	i	-10	-26	0	0	4	0	1	5	26
CCOc1ccc(-c2noc(-c3ccncc3)n2)cc1OCC	i	-59	-8	-1	-4	4	1	0	1	-37
Cc1cc(C)n2c(SCC(=O)N(C)C3CCCCC3)nnc2n1	i	-23	-10	2	4	5	-5	-2	2	23
Cc1c(CCC(=O)N2CCC[C@H]2C(=O)O)c(=O)oc2c(C)c3oc4c(c3cc12)CCCC4	i	57	-13	6	1	-41	3	13	-39	-6

compound	PolyA inh	aSyn 5UTR inh	KLF5 inhibitor	HSP90 inh	GSK3B inh	HSF1 activator	IEC-6 tox	GSK3 alpha inh	HSF1 inh	AI-2 QS mod
COc1ccc(CCN2C(=O)N[C@@H](CCC(=O)O)C2=O)cc1	i	17	-8	4	1	2	-5	-1	-3	6
CCCCC(=O)NC(c1ccccc1Cl)c1c(O)ccc2ccccc12 (stereo unspecified)	i	20	-23	-1	1	2	1	-3	11	27
CCOc1ccccc1NC(=S)NCc1cccn1C	i	2	-21	0	2	8	3	1	2	22
CCN(CCNC(=O)c1ccc(C#N)cc1)c1cccc(C)c1	i	18	-14	-4	1	23	-2	0	7	8
COc1ccc(C2Nc3ccccc3C(=O)N2NS(=O)(=O)c2ccc(C)cc2)cc1OC (stereo unspecified)	i	-1	2	-3	0	-1	-1	0	-1	-5
CNc1ncnc(Sc2ccc(Cl)cc2)c1[N+](=O)[O-]	nt	-25	-47	6	1	36	0	-2	20	16
Cc1cccc(NC(=O)CCc2ccccc2)c1	i	6	-22	0	0	8	-8	0	8	-85*
CCOC(=O)c1ccc2c(c1)nc(-c1ccccn1)n2CC	i	-134	-105	2	1	31	4	-4	17	14
Cc1cc(Nc2nc3ccccc3nc2Cl)n(-c2ccccc2C)n1	i	-44	-6	0	-3	21	2	3	0	11
CCOC(=O)Nc1c(C)n(C)n(-c2ccccc2)c1=O	i	19	nt	nt	-6	50	nt	-2	23	6
Fc1ccccc1CNc1nc(-c2cccnc2)nc2ccccc12	i	34	7	4	2	12	-2	0	-1	24
CCSc1nc2sc3c(c2c2nnc(SCC(=O)NCc4ccco4)n12)CCCC3	i	1	1	4	3	0	2	nt	4	-8

compound	PolyA inh	aSyn 5UTR inh	KLF5 inhibitor	HSP90 inh	GSK3B inh	HSF1 activator	IEC-6 tox	GSK3 alpha inh	HSF1 inh	AI-2 QS mod
O=C(CSc1ccccc1)N1CCN(c2ccccn2)CC1	i	-19	-21	1	0	34	-2	-4	18	12
Cc1cc(C)n(Cc2cc(C(=O)O)c3ccccc3n2)n1	i	3	-15	1	-1	5	-2	-8	-9	28
Cc1csc(=O)n1CC(=O)OCC(=O)NCc1ccccc1	i	10	nt	nt	-1	-9	nt	-2	-10	6
COc1ccc(S(=O)(=O)N(C)CC(=O)Nc2cccc(C(C)=O)c2)cc1	i	5	11	4	-2	-1	-1	-2	1	29
CCOc1ccccc1C1C(C#N)=C(N)Oc2n[nH]c(CC)c21 (stereo unspecified)	i	-5	12	0	-2	13	4	5	2	3
CCc1nnc(NC(=O)CCC(=O)NCc2ccccc2Cl)s1	i	14	-32	-3	-2	1	-4	2	-5	-4
CCOC(=O)c1nnn(-c2nonc2N)c1CN(C)C1CCCCC1	i	nt	-22	-2	-5	nt	-1	11	nt	14
COc1ccc(NC(=O)N2CCCC(c3nc(-c4ccc(C(C)C)cc4)no3)C2)cc1 (stereo unspecified)	i	-164	1	65*	nt	-48	2	-2	-39	nt
COc1ccc(NC(=O)Cn2nc(Cc3cccnc3)c3ccccc3c2=O)c(OC)c1	i	22	-41	-6	-2	16	-10	-2	-2	32
CC(C)CCn1c(Cl)nc2c1c(=O)n(C)c(=O)n2C	i	17	-9	3	5	27	-2	-2	2	15
CC(C)COc1cccc(-c2cc(C(=O)N/N=C/c3ccncc3)c3ccccc3n2)c1	nt	nt	-18	13	-3	nt	4	nt	nt	31
NC(=S)Nc1cccc2cn[nH]c12	i	9	-10	0	1	19	3	1	32	43

compound	PolyA inh	aSyn 5UTR inh	KLF5 inhibitor	HSP90 inh	GSK3B inh	HSF1 activator	IEC-6 tox	GSK3 alpha inh	HSF1 inh	AI-2 QS mod
CN(C)CCOC1c2ccccc2CCc2ccc3ccccc3c21 (stereo unspecified)	i	32	nt	nt	-2	-31	nt	4	-20	33
O=C(Nc1ccccc1C(=O)O)c1cc(S(=O)(=O)N2CCCCCC2)ccc1Cl	i	-30	-38	-4	4	-9	-2	-6	-7	21
Cc1cc(C)nc(-n2nc(C)cc2NC(=O)c2ccc(S(=O)(=O)N3CCOCC3)cc2)n1	i	-11	-25	-3	3	0	-6	1	14	6
Cc1cc(C)c(S(=O)(=O)NCc2ccc3c(c2)OCO3)cc1C	i	10	-25	-3	0	15	3	0	2	-5
COc1ccc(C(=O)NCC2(c3ccccc3)CCOCC2)cc1[N+](=O)[O-]	i	10	-3	2	0	-5	4	1	-7	22
CCOc1cc(/C=C2\NC(=S)N(C)C2=O)ccc1OCc1ccc(C(=O)O)cc1	i	-11	2	-2	0	-6	-4	4	2	23
Cc1ccc(S(=O)(=O)N2CCCC2C(=O)NCCc2ccccc2)cc1 (stereo unspecified)	i	-25	-16	-1	-6	-31	6	-2	-19	-1
Cc1cccc(N(C(=O)c2nsc(Cl)c2Cl)C(C(=O)NC2CCCC2)c2ccc(O)cc2)c1 (stereo unspecified)	i	-82	-26	5	-2	11	6	-1	8	16
COc1ccc(N2CCN(C(=O)CCNS(=O)(=O)c3cccs3)CC2)cc1	i	12	-23	0	-4	-18	-3	-2	-6	35
CC(C)N(C(=S)Nc1cccc(C(F)(F)F)c1)C(C)c1ccccn1 (stereo unspecified)	i	8	8	0	1	-8	9	-1	-8	1
Cc1ccc(N=Nc2c(=O)[nH]n3c(=O)cc(C)[nH]c23)cc1	i	0	-21	4	-1	4	1	-2	6	-1
CCN(CC)Cc1c(C(=O)N/N=C/c2c(Cl)cccc2Cl)nnn1-c1nonc1N	i	13	-13	3	-5	15	4	20	-3	16
CC(C)C(OC(=O)c1ccco1)C(=O)NCc1ccccc1 (stereo unspecified)	i	1	1	0	-3	8	-7	-1	-4	12
O=C(CNC(=O)Cc1ccccc1)NCC(=O)OCc1ccccc1	i	6	-24	-1	0	-5	-3	-3	-2	-1
